TTR transcr act – activators of transthyretin transcription; SH-SY5Y TTR promoter Gaussia luciferase, luminescence; 100% = recombinant luciferase protein wells; activation, % at 16.7 µM; hit rate 1.3% among 92,000; AID 1117267;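 active = activation above the mean of all tested compounds plus 3 SD, cut at about 9.5% in these data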;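 also: cells exposed to compounds for one day before reading; 0% = median of all test compound wells on the plate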
Active calls of the source: *.

TTR transcr act | SMILES
-0.7 | CCCCN1C(=O)N2CCc3ccccc3C2CS1(=O)=O (configuration not stated)
3.4 | Cc1ccccc1NC(=O)Cc1nc(COC(=O)CCOc2ccccc2)cs1
1.8 | Cc1c(Cl)cccc1NC(=O)CCCn1nc([N+](=O)[O-])cc1C
-0.9 | Cn1c(=O)c2c(-c3ccccc3)n(-c3cccc(Br)c3)cc2n(C)c1=O
-0.5 | CCOC(=O)C1CCN(S(=O)(=O)c2nc3nc(C)cc(C)n3n2)CC1
3.6 | CSc1nc2ncnc(N)c2[nH]1
-1.4 | C=CCn1c(COc2cc(C)ccc2C(C)C)nnc1SCC(=O)c1c(N)n(C)c(=O)n(C)c1=O
0.2 | CC(NC(=O)CSc1n[nH]c(=O)n1C1CC1)C12CC3CC(CC(C3)C1)C2 (configuration not stated)
-0.6 | COc1ccc(Cc2nnc(Nc3c(C)cccc3C)o2)cc1OC
1.8 | CCC1Sc2ccccc2N(CC(=O)NC2CC2)C1=O (configuration not stated)
-0.3 | COc1cccc(Nc2cc(C)c3ccccc3n2)c1
6.4 | COc1ccc(OCc2cc(C(=O)N(C)C3CCOC3)no2)c(Cl)c1 (configuration not stated)
0.1 | COc1ccccc1-n1cnnc1SCC(=O)c1ccc[nH]1
-0.3 | CSc1ccc(-c2cnc(N3CCC(C(N)=O)CC3)s2)cc1
-1.4 | Cc1ccc(C(=O)COC(=O)CNC(=O)c2cccs2)cc1
3.4 | O=c1c(O[C@H]2O[C@@H](CO)[C@H](O)[C@@H](O)[C@@H]2O)c(-c2ccc(O)cc2)oc2cc(O)cc(O)c12
-0.7 | CCOC(=O)[C@@]12CCC3=C1N(CCC3)C(=O)[C@H](CC(=O)NCCC(C)C)C2
-1.6 | COc1cc2[nH]c(=O)n(Cc3ccccc3Cl)c(=O)c2cc1OC
-0.3 | Cc1ccc(C(=O)N2C(=S)C(c3ccc(F)cc3)=NC23CCN(C)CC3)cc1
-0.7 | Clc1ccc(-c2csc(N/N=C/c3ccc4c(c3)OCO4)n2)cc1
-0.4 | O=S(=O)(Nc1ccncc1)c1ccc(Cl)cc1
-1.0 | Nc1cc(-c2ccc(Cl)cc2)nn1S(=O)(=O)c1cccc2nsnc12
-2.3 | CC(C)CC(=O)NC(=S)Nc1ccccc1F
-1.2 | CCOc1ccc(/C(O)=C2\C(=O)C(=O)N(CCN(C)C)C2c2cccc(OC)c2OC)cc1Cl (configuration not stated)
-0.5 | Cc1[nH]oc(=O)c1N=Nc1ccc2[nH]c(=O)[nH]c2c1
-1.2 | CCn1c(C)cc(O)c(C(=O)Nc2cccc(Cl)c2)c1=O
0.3 | O=C(/C=C/c1cccs1)N1CCN(Cc2ccc3c(c2)OCO3)CC1
4.7 | CN(Cc1cn(-c2ccccc2)nc1-c1ccc2c(c1)OCO2)Cc1nccn1C
-3.5 | CCO[C@@H]1OC(C(=O)NCc2nc3ccccc3[nH]2)=C[C@H](c2ccc(C(F)(F)F)cc2)[C@H]1CCCO
0.0 | CCN(C(=O)CSc1ncccc1C(=O)Oc1cccc([N+](=O)[O-])c1)c1cccc(C)c1
0.7 | CCC(C)C(NC(=O)C1CCC(=O)N1C(=O)OCc1ccccc1)C(=O)NC(Cc1ccccc1)C(N)=O (configuration not stated)
3.9 | CCN1CCN(c2oc(-c3ccco3)nc2C#N)CC1
0.2 | CCOC(=O)CSC1=C(C#N)C(c2ccc(C)o2)CC(=O)N1 (configuration not stated)
2.7 | CC(C)(C)NC(=O)C(c1ccccc1)n1c(-c2ccc(-c3ccccc3)cc2)nc2ccccc21 (configuration not stated)
-0.2 | CC(Sc1nc2cc([N+](=O)[O-])ccc2n1-c1ccc(F)cc1)C(=O)NCc1ccc2c(c1)OCO2 (configuration not stated)
-1.0 | COc1ccc(C(=O)OCCc2sc[n+](CC(=O)c3ccccc3)c2C)cc1
1.2 | COc1ccc([C@H]2C[C@H](n3cc(COC(=O)c4ccccc4)nn3)[C@@H](O)CN2C(=O)C2CCCCC2)cc1
-0.2 | COc1ccc(CNCc2cccc(Cl)c2)cc1
1.8 | CCCCNC(=O)CCCn1c(=O)c2ccccc2n(CC(=O)NCCC2=CCCCC2)c1=O
-1.6 | CCOc1ccc(Cl)cc1S(=O)(=O)N1CCC(C(=O)N2CCCC2)CC1
-2.2 | CNC(=O)CC1C(=O)N(C)C(=S)N1NC(=O)c1ccc(Cl)cc1 (configuration not stated)
-1.5 | O=C(NCCc1ccc(Cl)cc1)c1ccc(CS(=O)Cc2ccc(Cl)cc2)o1 (configuration not stated)
0.4 | Cc1ccc(N/C(N)=N/c2nc(C)cc(C)n2)cc1
3.7 | Cn1c(=O)c2c(ncn2CC(=O)N2CCN(c3ccccc3)CC2)n(C)c1=O
-0.4 | Cc1ccc(C)c(OCC(=O)Nc2ccccc2N2CCCC2)c1
-1.8 | O=C(Nc1ccccc1C(F)(F)F)C1CCN(C(=O)c2cccs2)CC1
3.4 | COc1ccc(NC(=O)C(Cc2ccccc2)NC(=O)c2ccco2)cc1OC (configuration not stated)
0.7 | Cc1ccc(C2=NOC(=O)/C2=C\c2ccccc2)cc1
0.3 | Cc1cc(C(=O)CSc2nnc(N)s2)c(C)n1C1CC1
-0.2 | Cc1ccc(S(=O)(=O)N2CCCCC2)cc1NC(=O)CSc1nncn1-c1ccccc1
0.1 | C[C@@H]1CN([C@@H](C)CO)S(=O)(=O)c2ccc(C#Cc3cccc(F)c3)cc2O[C@H]1CN(C)S(=O)(=O)c1cn(C)cn1
0.4 | CC(C)(C)c1ccc(-c2nn(CCC#N)cc2/C=N/O)cc1
8.8 | CCOC(=O)Cc1csc(NC(=O)c2sc3nc4cc(C)ccc4cc3c2N)n1
4.2 | COC(=O)[C@]12C[C@H](CC(=O)NCC34CC5CC(CC(C5)C3)C4)C(=O)N(CCc3ccc(OC)c(OC)c3)C1=C[C@H](C(C)C)O[C@@H]2C1CC1
-3.0 | CC1C/C(=C/c2cccn2C)C(=O)/C(=C/c2cccn2C)C1 (configuration not stated)
-0.7 | Nc1ccc(Sc2ccccc2)nc1
1.9 | CN1CCN(c2ccc(NC(=O)c3ccc4c(c3)OCCO4)cc2Cl)CC1
0.6 | CCN(CC)S(=O)(=O)c1ccc(NC2CCN(Cc3ccccc3)CC2)nc1
-1.5 | Cc1nc2sc(C(N)=O)c(N)c2c2c1CCCC2
-1.4 | O=c1[nH]cnc(O)c1C(c1ccc([N+](=O)[O-])cc1)c1c(O)nc[nH]c1=O

Additional entries
TTR transcr act | SMILES
-1.4 | COc1ccccc1Oc1cc(C#N)c(C#N)cc1-n1nnc2ccccc21
2.7 | Cc1cc(-c2ccccc2)c2nncn2n1
1.0 | CC(Sc1nnc(NC2CC2)s1)C(=O)Nc1ccc(S(N)(=O)=O)cc1 (configuration not stated)
-0.2 | c1ccc(CCNc2nc(-c3ccncc3)nc3ccccc23)cc1
1.2 | Nc1nc(NC(=O)c2ccccc2)nn1-c1ccccc1
1.3 | COCC(C)NCc1ccc(OC)c(Br)c1 (configuration not stated)
21.9* | CCc1nnc(NC(=O)c2c(C)nn(-c3ccccc3)c2Cl)s1
2.8 | O=C(c1ccc(F)cc1)N1CCC(N2CCOCC2)CC1
1.5 | CNC(=S)Nc1ccc(OC(F)(F)F)cc1
2.1 | CC1Cc2ccccc2N1CC(=O)NC(=O)NC(C)(C)C (configuration not stated)
-0.9 | O=c1c2ccccc2on1-c1ccccc1
1.2 | N#Cc1c(N)c(C(=O)c2ccccc2)n2ccccc12
1.1 | CCCCc1ncc(CN2CCN(Cc3ccc(C)cc3)C(CCO)C2)[nH]1 (configuration not stated)
19.9* | COc1cc(C(=O)NCCC(=O)NCCCN2CCCCC2)cc(OC)c1OC
1.5 | COCc1nc2ccccc2n1CCOc1ccccc1OC
-1.7 | Cc1ccc(Cn2c(=O)n(Cc3ccc(C(=O)NCC4COC4)cc3)c(=O)c3ccccc32)cc1
0.5 | CCOC(=O)Cc1nnc(-c2ccccc2)o1
7.1 | Cc1ccnc(NC(=O)CNC(=O)c2ccc(C)s2)c1
-1.0 | COc1ccc(C(CNC(=S)NCc2ccccc2)N2CCCC2)cc1 (configuration not stated)
-1.1 | COc1ccc(CNc2ccc(S(N)(=O)=O)cc2)cc1
2.4 | CCc1nnc(NC(=O)C2CCN(S(=O)(=O)c3ccc(C)cc3)CC2)s1
-2.0 | O=C(OC1CCOC1=O)c1ccc(N2CCCC2)c([N+](=O)[O-])c1 (configuration not stated)
-1.4 | CCC(=O)N1CCc2cc(S(=O)(=O)NCCCOC)ccc21
3.1 | CCOc1ccccc1N1C(=O)c2ccc(S(=O)(=O)c3ccc(C(=O)O)cc3)cc2C1=O
-0.3 | COc1cc(C(=O)CCc2ccc3c(c2)OCO3)cc(OC)c1OC
-0.9 | Cc1[nH]c2ccccc2c1CCNC(=O)c1c(N)no[n+]1[O-]
-4.3 | COC(=O)c1nnc(-c2ccccc2)nc1OC
1.5 | Cc1cccc(NCc2nc(SCC(N)=O)n[nH]2)c1
-1.2 | COCc1ccc(C(=O)N2CCCC(N3CCN(c4ccc(F)cc4)CC3)C2)o1 (configuration not stated)
-0.8 | CCCn1c(=O)c(C(=O)Nc2ccccc2)c(O)c2ccccc21
6.6 | Cc1ccc(CC(=O)NC2CCSC2=O)cc1 (configuration not stated)
-1.8 | COc1cc(CNCCc2ccccc2)ccc1OCC(=O)NC(C)(C)C
2.7 | COc1ccc(NC(C)=O)c(C)c1
-3.7 | COc1ccc(-c2cn3c(C)c(C(=O)Nc4cccc(C)n4)sc3n2)cc1
1.6 | COc1ccc(C2=NOC(C(=O)Nc3c(C)n(C)n(-c4ccccc4)c3=O)C2)cc1OC (configuration not stated)
-1.8 | Cc1ccc(C(C)(c2ccc(N)cc2)c2ccc(N)cc2)cc1
-0.3 | COc1ccc(C(=O)Nc2cccc(OC(=O)c3ccc(C)c(C)c3)c2)cc1
3.6 | Cc1cc(C(=O)Nc2cccc(/C=C/C(=O)O)c2)c(C)o1
-0.5 | O=C1CSc2ccc(C(=O)NCC(c3ccco3)N3CCCCC3)cc2N1 (configuration not stated)
-0.3 | C=CCNC(=O)NC(=O)COC(=O)/C=C/c1cccc([N+](=O)[O-])c1
1.0 | Nc1cnc(CNc2ccccc2Cl)cn1
-2.1 | CCOC(=O)N1CCN(S(=O)(=O)c2cccs2)CC1
-2.2 | O=C(c1ccc(F)cc1)n1ccc(-c2cnc(-c3ccccc3)s2)n1
0.0 | COc1cc(CC(=O)C(=O)O)oc(=O)c1
-1.4 | CCOc1ccc(S(=O)(=O)NCCC(=O)N(C)Cc2cccs2)cc1
-1.0 | COC(=O)[C@@H]1[C@H](O[Si](C)(C)C(C)(C)C)[C@H]2O[C@H]2C[C@H]1S(=O)(=O)c1ccccc1
-0.2 | CCOC(=O)Nc1sc(C)c(C)c1C(=O)OCC
-0.7 | O=C(OCn1nnc2ccccc2c1=O)C1CCN(S(=O)(=O)c2cccs2)CC1
0.2 | O=C1CC(C(=O)O)NC(=S)N1 (configuration not stated)
0.0 | CCC(C)(C)c1nnc(NC(=O)C2CCN(C(=O)c3ccco3)CC2)s1
-0.6 | Cc1ccc(-c2csc(NC(=O)c3cc([N+](=O)[O-])ccc3N3CCOCC3)n2)cc1
0.3 | CN1C(=O)CSc2ccc(NC(=O)NCc3ccccc3)cc21
-1.1 | CC(C)CN(C(=O)CCNC(=O)c1ccc(Cl)cc1)C1CCS(=O)(=O)C1 (configuration not stated)
0.1 | Nc1c(-c2cccs2)nc2ccccn12
-0.2 | C=CCNC(=O)C(=O)Nc1cc2c3c(c1)CCC(=O)N3CCC2
-0.8 | CCOc1ncccc1C(=O)OCc1ccc(Cl)cc1
-3.4 | Cc1onc(-c2ccccc2)c1NC(=O)Nc1ccc(OC(F)F)cc1
3.2 | CCOC(=O)C1=C(CN2CCOCC2)NC(=O)NC1c1cccc([N+](=O)[O-])c1 (configuration not stated)
-1.2 | CN(Cc1ccccc1)S(=O)(=O)c1ccc(NC(=O)C2CCCO2)cc1 (configuration not stated)
5.2 | CC(=O)c1ccc(NC(=S)NCCCn2ccnc2)cc1

Of the compounds above, 2 contain bromine.
TTR transcr act | SMILES
-0.9 | Cn1c(=O)c2c(-c3ccccc3)n(-c3cccc(Br)c3)cc2n(C)c1=O
1.3 | COCC(C)NCc1ccc(OC)c(Br)c1 (configuration not stated)

(further entries)
TTR transcr act | SMILES
0.3 | COc1ccc(-n2c(COc3ccc(C)cc3)nnc2SCc2ccc(C#N)cc2)cc1
0.6 | Cc1cc(-c2n[nH]c(=S)n2/N=C/c2ccco2)n[nH]1
5.2 | CCOC(=O)Cc1nnc(NC(=O)CSc2ncc(-c3ccccc3)nn2)s1
-0.1 | COc1ccc(S(=O)(=O)N(C)C[C@@H]2Oc3c(NC(=O)Nc4ccccc4)cccc3C(=O)N([C@@H](C)CO)C[C@H]2C)cc1
-0.3 | O=C(CN1CCC(C(=O)c2cccc(F)c2)CC1)NCc1cccs1
4.3 | CCOC(=O)c1cc2c(=O)[nH]ccc2nc1C(F)(F)F
1.8 | COc1cccc(NC(=O)CSc2nncn2-c2ccccn2)c1
0.1 | O=C(O)c1ccc2c(c1)-c1nc3ccccc3n1C2=O
1.1 | O=C1CCNc2c(Cl)cccc21
-3.1 | O=C1NC[C@@H](Cc2ccc(O)cc2)N(CCc2cccc3ccccc23)C1=O

Structures from the list above containing an NH in an aromatic ring, in the order listed:
TTR transcr act | SMILES
3.6 | CSc1nc2ncnc(N)c2[nH]1
0.2 | CC(NC(=O)CSc1n[nH]c(=O)n1C1CC1)C12CC3CC(CC(C3)C1)C2 (configuration not stated)
0.1 | COc1ccccc1-n1cnnc1SCC(=O)c1ccc[nH]1
-1.6 | COc1cc2[nH]c(=O)n(Cc3ccccc3Cl)c(=O)c2cc1OC
-0.5 | Cc1[nH]oc(=O)c1N=Nc1ccc2[nH]c(=O)[nH]c2c1
-3.5 | CCO[C@@H]1OC(C(=O)NCc2nc3ccccc3[nH]2)=C[C@H](c2ccc(C(F)(F)F)cc2)[C@H]1CCCO
-1.4 | O=c1[nH]cnc(O)c1C(c1ccc([N+](=O)[O-])cc1)c1c(O)nc[nH]c1=O
1.1 | CCCCc1ncc(CN2CCN(Cc3ccc(C)cc3)C(CCO)C2)[nH]1 (configuration not stated)
-0.9 | Cc1[nH]c2ccccc2c1CCNC(=O)c1c(N)no[n+]1[O-]
1.5 | Cc1cccc(NCc2nc(SCC(N)=O)n[nH]2)c1
0.6 | Cc1cc(-c2n[nH]c(=S)n2/N=C/c2ccco2)n[nH]1
4.3 | CCOC(=O)c1cc2c(=O)[nH]ccc2nc1C(F)(F)F

Not all compounds are listed; count on the stated rates, not on these rows.
